KDM5B inhibitor: blocks human KDM5B histone demethylase activity. Q9UGL1. KDM5B demethylase, FDH-coupled NADH fluorescence (FDH is formaldehyde dehydrogenase). Potency, µM (doses to about 57.7 µM), for inactives: top-dose activity change, negative = inhibition, hits mostly inhibitors. actives 2.6% (n = 220,000). AID 1347165; active means well fitted inhibition curve with a large enough effect; inconclusive means small, poorly fitted or top-dose-only effect; inactive means no such curve, though single readings can be large or run the other way; further: 0% is about no effect; nearly all actives have a fitted effect of over 70% in size
Target sequence (Q9UGL1 whole entry, looked up): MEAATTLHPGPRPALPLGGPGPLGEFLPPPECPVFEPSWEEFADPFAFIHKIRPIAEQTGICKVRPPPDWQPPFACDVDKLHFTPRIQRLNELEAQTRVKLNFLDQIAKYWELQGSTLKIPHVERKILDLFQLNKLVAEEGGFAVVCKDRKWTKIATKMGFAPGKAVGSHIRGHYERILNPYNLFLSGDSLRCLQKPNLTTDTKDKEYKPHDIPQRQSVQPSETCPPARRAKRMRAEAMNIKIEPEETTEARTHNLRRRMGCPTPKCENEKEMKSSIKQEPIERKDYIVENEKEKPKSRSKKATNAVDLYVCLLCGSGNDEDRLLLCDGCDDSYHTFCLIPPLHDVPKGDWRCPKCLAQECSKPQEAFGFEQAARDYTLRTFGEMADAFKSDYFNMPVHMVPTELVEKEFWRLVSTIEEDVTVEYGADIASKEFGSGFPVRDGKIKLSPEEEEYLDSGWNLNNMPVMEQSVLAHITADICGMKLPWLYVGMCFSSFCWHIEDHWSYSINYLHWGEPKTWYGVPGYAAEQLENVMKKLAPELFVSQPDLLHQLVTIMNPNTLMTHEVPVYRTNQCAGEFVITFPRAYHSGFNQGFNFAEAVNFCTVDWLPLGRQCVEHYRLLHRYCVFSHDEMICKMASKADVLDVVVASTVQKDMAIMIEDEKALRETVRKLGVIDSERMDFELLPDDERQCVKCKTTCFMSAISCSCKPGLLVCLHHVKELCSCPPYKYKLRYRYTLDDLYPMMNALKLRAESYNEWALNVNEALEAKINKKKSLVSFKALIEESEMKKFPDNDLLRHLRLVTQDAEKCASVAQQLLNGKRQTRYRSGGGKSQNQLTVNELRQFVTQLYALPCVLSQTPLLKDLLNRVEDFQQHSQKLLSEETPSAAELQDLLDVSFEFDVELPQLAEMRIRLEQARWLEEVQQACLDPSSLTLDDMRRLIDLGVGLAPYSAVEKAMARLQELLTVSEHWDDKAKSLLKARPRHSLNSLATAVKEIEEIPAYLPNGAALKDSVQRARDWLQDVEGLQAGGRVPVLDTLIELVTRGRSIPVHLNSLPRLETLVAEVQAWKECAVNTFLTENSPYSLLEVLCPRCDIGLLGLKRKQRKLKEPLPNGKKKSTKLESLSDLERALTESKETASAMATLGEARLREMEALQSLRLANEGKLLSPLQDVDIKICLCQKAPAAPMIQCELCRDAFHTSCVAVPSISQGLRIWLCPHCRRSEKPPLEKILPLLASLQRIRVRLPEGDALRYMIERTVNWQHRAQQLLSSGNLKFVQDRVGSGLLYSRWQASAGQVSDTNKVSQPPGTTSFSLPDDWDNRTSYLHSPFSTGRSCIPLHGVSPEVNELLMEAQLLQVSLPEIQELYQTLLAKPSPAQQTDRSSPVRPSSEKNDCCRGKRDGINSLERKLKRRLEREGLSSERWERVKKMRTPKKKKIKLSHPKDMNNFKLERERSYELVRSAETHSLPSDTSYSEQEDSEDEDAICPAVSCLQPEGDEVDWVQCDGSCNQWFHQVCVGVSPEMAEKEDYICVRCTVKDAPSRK
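Here, H3K4me3 peptide (12.5 µM in substrate mix) is demethylated by KDM5BΔAP, 200 nM final, after 10 min compound exposure. Formaldehyde product is coupled through FDH (0.25 U/mL in mix) to NADH fluorescence; 30-min ΔRFU feeds dose-response curves.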
Starred values were filed as active, the others as inactive; i = inactive; u = inconclusive; [ ] = dose if it differs, or a comment. Potency means the concentration at half of the fitted maximal effect.

KDM5B inhibitor	Molecule
u	CCC(C)c1ccc2oc(-c3ccc(N)cc3)nc2c1 (centres undefined)
u	CNC(=O)NC(=O)C(C)Sc1ncnc2ccccc12 (centres undefined)
17%	CCCOc1ccc(Cn2c(=O)sc3ccccc32)cc1
-12%[115 µM]	COc1ccc(C(=O)N2Cc3ccccc3CC23CCCN(C(=O)CN)C3)cc1 (centres undefined)
-15%	CN1CCCC1c1nc(C2CN(C(=O)C3CC3)C2)no1 (centres undefined)
-3%	COc1ccccc1NC(=O)c1ccc(-n2cccn2)cc1
17%	COC(=O)C1=C(C)NC(=O)CC1C(=O)Nc1ccc(F)c(Cl)c1 (centres undefined)
16%	O=C(NC1CCN(C(=O)NCc2ccccc2)CC1)c1ccc(F)cc1
5%	Cc1noc(C)c1S(=O)(=O)N1CCCC1c1cc(C(C)C)no1 (centres undefined)
-12%	Cc1cccc(N2C(=O)CSC23CCN(C(=O)C2CCC2)CC3)c1
-25%	CN1C(C(=O)Nc2ccc(F)cc2F)=CC(c2ccco2)=NS1(=O)=O
19%	O=C(CNS(=O)(=O)c1ccc2ccccc2c1)Nc1ccc(F)c(F)c1F
-4%	CNC(=O)C1CCC(Cn2c(=O)c3sccc3n(CC(=O)Nc3cc(F)ccc3F)c2=O)CC1 (centres undefined)
-2%	O=C(c1cnccn1)N(Cc1cccs1)C1CC1
2%	CC(=O)N1CCC(Oc2ccc(Cl)cc2C(=O)NCCOc2cccnc2)CC1
40µM*	COc1ccc(-c2nc(-c3c(C)noc3C)cc3c2cc(C)n3CCN(C)C)cn1
35µM*	O=C(N[C@H]1CO[C@H]2[C@@H]1OC[C@@H]2Nc1nccc(-c2cccs2)n1)c1ccccc1
-1%	COc1ccccc1N1CN(Cc2ccccc2)CNC1=S
u	Cc1ccc(C(=O)Nc2cccc(C(=O)OCc3cc(=O)n4c5c(sc4n3)CCCC5)c2)cc1
22%	CC1CCC2(CC1)NC(=O)N(CC(=O)N1CCCCCC1)C2=O (centres undefined)
7%	Cc1nc(SC(C)C(=O)Nc2cccc(C#N)c2)n(CC(C)C)c1C (centres undefined)
18%	O=C(O)CNS(=O)(=O)c1c(F)cc(F)cc1Br
14%[86.2 µM]	Cc1ccccc1N(C)C1CN(Cc2ccccc2)C1
u	O=C(NC1CCCc2c1[nH]c1ccccc21)c1cn(C2CC2)c(=O)c2ccccc12 (centres undefined)
u	Cc1cc(C)c2cc(C(=O)OCC(=O)N3CCCCC3C)[nH]c2c1 (centres undefined)
2%	CC(=O)NC(Sc1ccc(Cl)cc1)C(=O)c1ccccc1 (centres undefined)
-4%	CN(C(=O)CSc1nc2ccccc2[nH]1)c1ccc(F)cc1
-29%	COc1ccc(NC(=O)N2c3ccccc3CC2c2nc(C(C)C)no2)cc1OC (centres undefined)
6%	O=C(Nc1cccnc1Cl)c1cccc(S(=O)(=O)N2CCOCC2)c1
-3%	CCCSCCCNC(=O)C1CCCN(C(=O)c2cnn(-c3ccccc3)c2-n2cccc2)C1 (centres undefined)
4%	COC(=O)c1ccc(Cn2nnc3c(=O)[nH]c(C4CCCN(S(=O)(=O)c5ccccc5Cl)C4)nc32)cc1 (centres undefined)
-8%	Cc1ccc(C(=O)NCCC(=O)N2CC[C@@](C)(O)[C@@H](O)C2)cc1
-25%	CN(Cc1ccccc1)C(=O)C[C@@H]1CCNC[C@@H]1Cc1cc(-c2ccc(C(C)(C)C)cc2)on1
23%	CCc1csc(CCNC(=O)C2CCC(=O)N(Cc3ccccc3F)C2)n1 (centres undefined)
6%	CC(C)CN[C@H]1CS(=O)(=O)C[C@@H]1S(=O)(=O)c1ccccc1
-10%[86.2 µM]	COc1ccc2nc(C[C@@H]3C[C@@H](C(C)C)[C@H](CN)C=C3C)[nH]c2c1
-7%	CC(C)CNC(=O)NC(NC(=O)C1CCCCC1)(C(F)(F)F)C(F)(F)F
35µM*	CC1(COc2cccnc2)COc2ccc(C(=O)NCC3CCOCC3)cc2N1 (centres undefined)
-14%	O=C(NCc1ccc(OC(F)(F)F)cc1)c1cc(CN2CCOCC2)on1
2%	CC1CCC(NC(=O)CN2C(=O)NC3(CCOCC3)C2=O)CC1 (centres undefined)
27%	Cc1nccn1C(C)CN1C(=O)NC2(CCNCC2)C1=O (centres undefined)
9%[86.2 µM]	CN(C)[S+](=O)([O-])c1ccc2c(c1)OCCN(Cc1ccc(F)cc1F)C2
u	Cc1ccc(C(C)NC(=O)NCCNc2ncccc2C#N)cc1 (centres undefined)
13%	O=C1Nc2ccccc2N=C(c2ccccc2)c2ccccc21
-8%	Clc1cccc(Oc2ncnc3c2oc2ccccc23)c1
u	S=c1[nH]nc(Nc2cccc3ccccc23)s1
-30%	CC(=O)c1cccc(NC(=O)C2CCN(c3ncnc4c3nc3n4CCCCC3)CC2)c1
8%	CCN(CC)Cc1ccccc1CNC(=O)CCn1cnc2sc(C)c(C)c2c1=O
10%	Nn1c(SCc2ccccc2)nnc1C1CCCCC1
-17%	CN(CC(=O)Nc1ccccc1Br)C(=O)c1ccc(COc2ccccc2)cc1

The list continues.
KDM5B inhibitor	Molecule
0%	CN(CCC#N)S(=O)(=O)c1ccc(Br)cc1
4%	CCNC(=O)c1cnc2c(-c3ccccc3)c(C)nn2c1C
-23%	COc1cc(Cl)cc(CN2CCC(O)(c3ccccc3)CC2)c1OC
13%	CC(C)Cc1nnc(NC(=O)Cn2ccc3ccc(F)cc32)s1
u	O=c1n(-c2ccc(F)cc2F)nc2n1CCN(Cc1ccc(F)cc1)C2
u	CC(C)(C)c1nnc2n1C(C(=O)N1CCN(c3ncccn3)CC1)CC2 (centres undefined)
3%	CC(=O)N1C[C@@H](CO)[C@H](NC(=O)c2ccccc2)C1
-9%	CN(C)n1cccc1/C=C(\C#N)S(=O)(=O)c1ccc(Cl)cc1
-5%	Cc1cc(C)cc(NC(=O)Cn2c(=O)n(Cc3ccc4c(c3)OCO4)c(=O)c3oc4ccccc4c32)c1
-2%	CC1=C(C(=O)OC2CCCC2)C(c2ccccc2C(F)(F)F)CC(=O)N1 (centres undefined)
3%	S=C(NCCCN1CCOCC1)N1CCOCC1
18%	CC(C)CCN1CCN(C(=O)CCCc2ccccc2)CC1
23%	c1ccc2nc(SCc3ccc4c(c3)OCCO4)ccc2c1
78%[activator]	CNCCCNC(=O)C(=O)Nc1cccc2[nH]ccc12
-2%[86.2 µM]	COCCNC(=O)c1nc2c(o1)CCN(Cc1cc(C)cc(F)c1)CC2
u	CCn1c(=N)c(C(=O)NCC2CCCO2)cc2c(=O)n3cc(C)ccc3nc21 (centres undefined)
0%	Cc1ccsc1CN(C(=O)c1ccc([N+](=O)[O-])cc1)C1CCS(=O)(=O)C1 (centres undefined)
-2%	Cc1nn(CCC(=O)Nc2cc(F)ccc2F)c(=O)c2nn(-c3ccccc3)c(C)c12
-1%	CC1CCc2nc3ccccc3c(C(=O)OCC3CCCO3)c2C1 (centres undefined)
7%	Cc1cc2oc(=O)cc(CN(C)CC(=O)N(C)C)c2cc1C
22%[115 µM]	C[S+](=O)([O-])N1CCn2ncc(C(=O)Nc3ccc(Cl)cc3Cl)c2C1
22%	CC1CN(C(=O)CCc2ncc(-c3ccc(F)cc3)o2)CCO1 (centres undefined)
6%	Cc1cc(C(=O)N2C[C@@H](Oc3cccnc3)C[C@H]2C(=O)N2CCCC2)n(C)n1
37%[activator]	Cc1cnc(C(=O)NC2CC(=O)N(Cc3cccc4ccccc34)C2)cn1 (centres undefined)
-4%	Cc1ccc(NS(=O)(=O)c2ccc3c(c2)CCCN3C(=O)C2CCC2)c(C)c1
27%	Cc1nc(C)c(Oc2ccc(Cl)cc2Cl)c(=O)[nH]1
-8%	CCn1c(O)c(/C=N/N=C/c2ccc(OC)cc2)c2cc(C3=NNC(=O)CC3)ccc21
-20%	COc1ccc(OC)c(NC(=O)CSc2nccn2-c2cc(C)cc(C)c2)c1
-18%	CN1CCN(S(=O)(=O)c2cccc3nsnc23)CC1
u	COc1ccc(-c2nc(C3CC3)nc3c2CCN(Cc2cncs2)CC3)cc1
7%	Cc1cc(OCC(=O)Nc2ccc(C(=O)OC(C)C)cc2)ccc1Cl
u	COc1ccccc1-c1ccc(CN2CCN(c3cc(Cl)ncn3)C(=O)C2)cc1
u	N#Cc1cccc(NC(=O)C2CCN(c3cnccn3)CC2)c1
-14%	CCCn1nccc1S(=O)(=O)N[C@@H]1CCOC[C@H]1Oc1ccccn1
5%[86.2 µM]	O=C1COC[C@H]([C@H](O)c2ccc(NS(=O)(=O)c3ccc(F)cc3)cc2)N1
u	CS(=O)(=O)c1cnc(NCCCn2cccn2)nc1C1CCCNC1 (centres undefined)
32%	CS(=O)(=O)N1CCC2(CC1)CC(=O)N(CCCc1ccccc1)C2
u	COc1ccccc1CCC(=O)NCc1nnc2ccc(-c3ccc(C)c(C)c3)nn12
-26%	CCOc1ccc(/C=C(/C#N)C(=O)c2ccccc2)cc1OC
8%	CN(C)S(=O)(=O)c1ccc(NC(=O)CN2CCCC2c2ccc3c(c2)OCCCO3)cc1 (centres undefined)

A section from further up, as a working copy:
KDM5B inhibitor	Molecule
27%	Cc1nc(C)c(Oc2ccc(Cl)cc2Cl)c(=O)[nH]1
-8%	CCn1c(O)c(/C=N/N=C/c2ccc(OC)cc2)c2cc(C3=NNC(=O)CC3)ccc21
-20%	COc1ccc(OC)c(NC(=O)CSc2nccn2-c2cc(C)cc(C)c2)c1
-18%	CN1CCN(S(=O)(=O)c2cccc3nsnc23)CC1
u	COc1ccc(-c2nc(C3CC3)nc3c2CCN(Cc2cncs2)CC3)cc1
7%	Cc1cc(OCC(=O)Nc2ccc(C(=O)OC(C)C)cc2)ccc1Cl
u	COc1ccccc1-c1ccc(CN2CCN(c3cc(Cl)ncn3)C(=O)C2)cc1
u	N#Cc1cccc(NC(=O)C2CCN(c3cnccn3)CC2)c1
-14%	CCCn1nccc1S(=O)(=O)N[C@@H]1CCOC[C@H]1Oc1ccccn1
5%[86.2 µM]	O=C1COC[C@H]([C@H](O)c2ccc(NS(=O)(=O)c3ccc(F)cc3)cc2)N1
u	CS(=O)(=O)c1cnc(NCCCn2cccn2)nc1C1CCCNC1 (centres undefined)
32%	CS(=O)(=O)N1CCC2(CC1)CC(=O)N(CCCc1ccccc1)C2
u	COc1ccccc1CCC(=O)NCc1nnc2ccc(-c3ccc(C)c(C)c3)nn12
-26%	CCOc1ccc(/C=C(/C#N)C(=O)c2ccccc2)cc1OC
8%	CN(C)S(=O)(=O)c1ccc(NC(=O)CN2CCCC2c2ccc3c(c2)OCCCO3)cc1 (centres undefined)

Further results follow.
KDM5B inhibitor	Molecule
-5%	Cc1ccc2c(=O)c(C(=O)c3ccc(F)cc3)cn(CC(=O)NC3CCCCC3)c2n1
9%	COc1ccc(C2CC(=O)Nc3c2c(C)nn3-c2ccc(Cl)nn2)cc1O (centres undefined)
-1%	O=C1CC(c2ccc(F)cc2)Cc2nc3nc(C(F)(F)F)nn3cc21 (centres undefined)
u	Cc1cc(NC(=O)c2ccc3c(c2)OCCO3)ccc1NC(=O)c1cc2ccccc2o1
u	COc1cccc(-c2ccc3c(N)c(C(=O)Nc4ccc(Cl)cc4F)sc3n2)c1
-21%[86.2 µM]	Cc1nn2c(c1-c1ccccc1C(C)C)N(C(=O)COc1ccccc1C(N)=O)CCC2
i[11.5 µM]	O=C(c1cccc(Cl)c1)N1CCN(CCc2ccccn2)CC1
15%	CN(CC1CCOCC1)C(=O)Nc1cccc(Cl)c1
-16%	Cc1ccc(C)c(CN2C(=O)c3ccccc3S(=O)c3ccc(C(=O)NCc4ccccc4)cc32)c1 (centres undefined)
7%	COc1ccc(Cl)cc1C(=O)N1CCC(Oc2ncccc2C(=O)N2CCCCC2)C1 (centres undefined)
-4%	COCc1noc([C@@H]2CN(C(=O)C3CCCCCC3)C[C@H]2CO)n1
4%	Cc1ccc(CNC(=O)Cc2c[nH]c3ccccc23)s1
25µM*	COc1ccc(OC)c(NC(=O)Cn2c(-c3ccc(Cl)cc3)nc(C)c(CCO)c2=O)c1
-1%	CC(Sc1cc(C(=O)NC2CC2)c2ccccc2n1)C(=O)N1CCCC1 (centres undefined)
u	COc1cc(OC)c(C(=O)Nc2nnc(C)s2)cc1OC
-24%[86.2 µM]	CC(C)NC(=O)N[C@H]1CCN2C(=O)c3cc(-c4ccccc4F)ccc3NC(=O)[C@H]12
u	O=C(O)Cn1cc(-c2ccccc2)ncc1=O
11%	COc1ccc(-c2csc3ncnc(Nc4cc(Cl)ccc4OC)c23)cc1
61%[activator]	Cc1ccccc1NC(=O)CSC1=Nc2ccccc2C2=NC(Cc3ccccc3)C(=O)N12 (centres undefined)
-18%	CC(C)Cc1cc(CNC(=O)Nc2nnc(C(C)(C)C)s2)on1
11%	O=S(=O)(c1c(Cl)cccc1Cl)N1CCCC1c1nnc2ccccn12 (centres undefined)
-18%	O=C(NCc1ccccc1F)C1CCN(C(=O)c2ncn3c2COC(c2ccc(Cl)cc2)C3)CC1 (centres undefined)
-10%	Cc1ccc(-c2nnc(Nc3ccc(F)cc3)c3ccccc23)cc1S(=O)(=O)N1CCN(C)CC1
-25%	Cc1cccc(C)c1NC(=O)Cn1ccn2nc(-c3ccc(F)cc3)c(CO)c2c1=O
26%	CCCCCc1n[nH]c2c1CCCC2
17%[115 µM]	O=[S+]([O-])(c1cccc(C(F)(F)F)c1)N1CCCC2(CC(c3cccnc3)=NO2)C1 (centres undefined)

Only part of the results is shown. The share of hits here may be higher or lower than overall.
